human PMI inhibition: inhibitors of human PMI, primary screen, biochemical, fluorescence intensity, coupled assay (AID 1209). purified PMI enzyme, coupled fluorescence intensity; higher % means a stronger effect. inhibition, % at 20 µM; hits with a dose series show IC50 in µM. 190,000 compounds, 0.42% hits;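 further: plate controls were DMSO vehicle for no effect and wells lacking substrate for full effect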
WT yeast gro inh: growth inhibition of WT yeast, mitochondrial fusion screen | mitochondrial fusion phenotypic screen, WT strain | inhibition, % at 10 µM | 190,000 compounds, 2.1% hits; in the data active means inhibition above about 58%; tested in S. cerevisiae
Yfh1-depleted yeast: mitochondrial function rescue without frataxin homolog – Friedreich's ataxia, plus single-dose screen, dose response (AID 1465). one-dose fold induction at 50 µM; EC50 in µM for titrated hits. S. cerevisiae Yfh1-off respiration, WST-1 reduction, 72 h; higher fold induction means a stronger effect. 220,000 compounds, 0.074% hits;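 active means fold induction of absorbance versus untreated yeast above a set limit, then at least 30% activation at any dose in follow-up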;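 further: activators that raise dye reduction in frataxin-depleted yeast; strong numbers were not always called active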
Dynein transport: dynein cargo transport inhibition; 220,000 compounds, 0.47% hits; 3617.4 mouse cells, GR-EGFP nuclear translocation imaging; test concentration mostly 20 µM; stimulated with dexamethasone, 1 µM; hits give low values; z-score, hits read low;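 active means plate z-score of nuclear minus cytoplasmic receptor signal below a set negative limit, without overly bright fluorescence or cell loss, cut at about -3.5 in these data, passing the limit was not always enough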;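 further: z-score of nuclear minus cytoplasmic ring GR-EGFP intensity difference per well; some compounds called inactive have numbers as strong as hits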
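Buffer or medium: tetracycline-free induction medium containing charcoal-stripped FBS / Reagent: dexamethasone agonist, 1.0 µM final, for 30 min / Technique: automated 10x imaging of fixed Hoechst-stained cells / Times: induction 48 h, compound 1 h, agonist 30 min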
bCat nuc transl: modulators of beta-catenin nuclear translocation. HeLa beta-catenin nuclear translocation, immunofluorescence imaging. nuclear translocation activity, % at 5 µM. 190,000 compounds, 0.3% hits. AID 1665;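 active means nuclear translocation activity above 50% at 5 µM, with a well cell count of 50 or more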;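 further: per-cell ratio of nuclear to cytoplasmic median beta-catenin stain intensity; plate controls were DMSO negative control for no effect and GSK-3 inhibitor IX positive control for full effect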
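Technique: fluorescence imaging of beta-catenin antibody stain plus DAPI / Material: human HeLa cell line / Incubation: compound treatment 24 h, 37°C, 5% CO2 / Read-out basis: % activation of per-cell nuclear versus cytoplasmic median beta-catenin signal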
human PMI inhibitors: human PMI inhibitors, high substrate, primary screen, biochemical, fluorescence intensity, high mannose 6-phosphate (AID 1220); recombinant PMI enzyme, coupled fluorescence intensity; higher % means a stronger effect; inhibition, % at 20 µM, or IC50 in µM where a hit was titrated; 190,000 compounds, 0.66% hits
MT stabilizer: stabilizes microtubules in HeLa cells; HeLa tubulin immunostaining HCS, 24 h; share of cells brighter than vehicle mean+2SD; % tubulin-high responders, % at 10 µM; 200,000 compounds, 0.83% hits; AID 2205;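 active means plate Z-score above 3 for both tubulin-high and condensed-nucleus cell shares, with cell loss under 80%, at 10 µM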;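 further: anti alpha tubulin signal scored within the nucleus-defined area of each cell; some results filed as inactive read as strong as hits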
Autophagy HCS: alters autophagy in cells. MEF GFP-LC3 puncta imaging; test concentration mostly 10 µM. calls only at 10 µM (by protocol). 190,000 compounds, 0.98% hits. AID 463193;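 active means percentage of spot-positive cells more than 3 SD above its plate mean, without a fluorescence outlier flag or 80% toxicity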;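 further: spot-positive cell cutoff set from DMSO-treated cells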
Insulin prom up: MIN6 insulin promoter up-regulation; MIN6 insulin promoter-GFP reporter, high-content imaging; hits give high values; z-score at 5 µM; 190,000 compounds, 0.3% hits; AID 1625;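 active means z-score above 3 at 5 µM with at least 500 cells counted in the well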
WT yeast gro inh mutant strain: second read-out of WT yeast gro inh, no call of its own (marks repeat the call); inhibition, %; mitochondrial fusion phenotypic screen, mutant strain inhibition
Dynein transport cytoplasmic EGFP: further read-out of Dynein transport, marked with its call; z-score; measured here: cytoplasmic GR-EGFP intensity; hits give high values
Dynein transport nuclear GR-EGFP: also measured in Dynein transport; calls as there; z-score; measured here: nuclear GR-EGFP intensity;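 lower value marks the stronger effect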
Dynein transport cell count: recorded beside Dynein transport, whose call it bears; z-score; measured here: cell count per field
Insulin prom up cell count: recorded beside Insulin prom up, whose call it bears; cell count; measured here: cytotoxicity, nuclei count;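 total cells summed across four imaged fields per well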
bCat nuc transl cell count 5 µM: further read-out of bCat nuc transl, marked with its call; cell count; measured here: cell count, cytotoxicity flag
MT stabilizer Hoechst-high %: also measured in MT stabilizer; calls as there; % Hoechst-high responders; measured here: nuclear condensation Hoechst responders;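 share of cells brighter than vehicle mean plus two SD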
MT stabilizer cytotoxicity %: also measured in MT stabilizer; calls as there; toxicity, %; measured here: cytotoxicity by cell density;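 0% = mean cell density of plate MIN control wells and 100% = no cells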
Autophagy HCS cell loss 18 h: second read-out of Autophagy HCS, no call of its own (marks repeat the call); toxicity, %; measured here: cell loss, nuclei count;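 cell loss after 18 h compound exposure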
The depositor's hits bear a star; i = inactive; nt = not tested or not shown; + = active, no number. Unless noted, no stated cut-off is given here; in the data, active means inhibition above about 50%; inactive means the rest.

SMILES,human PMI inhibition,WT yeast gro inh,WT yeast gro inh mutant strain,Yfh1-depleted yeast,Dynein transport,Dynein transport cytoplasmic EGFP,Dynein transport nuclear GR-EGFP,Dynein transport cell count,bCat nuc transl,bCat nuc transl cell count 5 µM,human PMI inhibitors,MT stabilizer,MT stabilizer Hoechst-high %,MT stabilizer cytotoxicity %,Autophagy HCS,Autophagy HCS cell loss 18 h,Insulin prom up,Insulin prom up cell count
NC(=O)C1CCN(c2ccc(C(F)(F)F)cc2[N+](=O)[O-])CC1,-9%,35,-4,i,-0.21,-0.2,-0.3,0.41,-7.1,1195,-8%,4.4,1.0,0.9,i,2,nt,nt
COc1cccc(C(=O)Nc2ccc(-c3nnc(-c4ccco4)o3)cc2)c1,17%,-3,-11,i,0.02,-0.28,0.38,-0.095,nt,nt,13%,4.3,2.1,0.5,i,-2,nt,nt
CN=c1c([N+](=O)[O-])nn(-c2ccc3c(c2)OCCO3)n1O,-5%,-6,6,i,0.35,0.95,0.77,-1.1,-2.3,905,0%,4.8,2.1,4.2,i,39,-2.4,1212
Cc1cc(C(F)F)n2ncc(C(=O)N3CCc4ccccc4C3)c2n1,0%,-9,-9,i,0.48,-0.19,-0.45,0.43,5.9,1172,-6%,4.6,1.2,2.5,i,1,0.7,1228
Cc1ccc(Nc2cc(C)nc3ncnn23)c(Cl)c1,-5%,2,-2,i,-0.92,-0.13,-0.31,-0.11,-0.5,1168,-10%,6.5,2.5,7.8,nt,nt,nt,nt
CCCCc1c(C)nn(-c2nnc3c4ccccc4n(C)c3n2)c1C,0%,48,14,nt,-0.071,-0.18,-0.43,0.83,-3.1,1014,-2%,6.5,4.0,17,i,51,-1.2,1109
Cc1ccc(C(=O)NN(C)c2nc3ccccc3nc2C(F)(F)F)cc1,-2%,19,23,i,-0.015,-0.22,-0.17,-0.41,11,1003,4%,41*,58*,31*,i,-15,-0.41,1677
COc1nccnc1NS(=O)(=O)c1ccc(NC(=S)NC(=O)c2cccc(F)c2)cc1,1%,2,16,i,1.4,-0.2,0.66,-0.42,-6.0,527,-11%,2.9,3.0,12,i,-9,-0.18,1231
CC(=O)COC(=O)CCc1nc2ccccc2[nH]c1=O,5%,-4,14,i,-0.93,-0.27,-1.2,0.89,-1.0,1282,2%,2.9,1.9,4.0,i,2,2,1481
NC(=O)C1(N2CCCCC2)CCN(C(=S)Nc2ccc(S(N)(=O)=O)cc2)CC1,4%,10,13,i,1.6,0.021,1.7,-1.2,-0.8,1070,-2%,3.1,1.0,5.0,i,-2,-0.66,1409
O/N=C/c1ccnc(SCc2ccccc2)n1,nt,nt,nt,i,-0.35,-0.07,-0.15,0.47,-6.6,1285,nt,nt,nt,nt,nt,nt,-0.45,1443
CCOc1ccccc1NC(=O)N1CCCC1C(=O)Nc1ccc(NC(C)=O)cc1 (stereo unspecified),1%,-11,-20,i,2.5,-0.03,1.6,-2.1,-2.0,946,-1%,3.4,1.4,6.6,i,21,0.3,1433
COc1ccc(CC(=O)O/N=C(\N)Cc2ccc(OC)cc2)cc1,11%,-18,-7,i,0.64,-0.23,1.2,-0.2,1.1,1404,12%,2.4,1.8,4.7,i,-28,-0.23,1641
Cc1cccc(NC(=O)c2cnn(-c3ccc(F)cc3)c2C2CCNCC2)c1C,-18%,-11,-10,i,-0.54,-0.23,0.032,0.24,0.1,1061,-3%,nt,nt,nt,i,-7,0.19,1289
CCN(CC)CCNCc1ccc(Br)cc1OCC(=O)NCc1ccccc1,-7%,-20,-3,i,-0.29,-0.3,0.29,0.22,-3.4,1057,-11%,1.7,1.6,9.3,i,5,-0.76,1610
Cc1cc(C(=O)OC(C)C(=O)Nc2nc(-c3ccccc3)cs2)c(C)o1 (stereo unspecified),26%,36,33,i,-0.67,-0.42,-0.04,0.042,2.7,952,24%,1.7,1.9,11,i,-3,0.1,1393
O=C(NC(=S)Nc1ccc(S(=O)(=O)N2CCCC2)cc1)C1CCC1,2%,2,3,i,-0.46,-0.29,-0.36,0.34,-0.9,543,0%,3.5,2.1,5.0,i,-14,-0.83,1170
CCN(CC)C(=O)C(=O)c1cn(CCOc2ccccc2)c2ccccc12,6%,2,5,i,-0.5,-0.16,0.12,0.055,4.6,823,6%,3.2,1.5,5.5,i,-13,-0.02,1511
Cc1nc2c(C)cccn2c1C(=O)N/N=C/c1ccccc1[N+](=O)[O-],nt,nt,nt,i,0.99,-0.27,0.24,-0.56,-1.1,1272,nt,nt,nt,nt,nt,nt,0.41,1170
Cc1cc2oc(=O)cc(CN3CCC(C)CC3)c2c(C)c1Cl,-4%,-8,-24,i,0.58,-0.31,0.34,-0.35,0.0,926,9%,4.7,3.4,3.6,i,16,0.13,1377

3 records picked at random from those above:
SMILES,human PMI inhibition,WT yeast gro inh,WT yeast gro inh mutant strain,Yfh1-depleted yeast,Dynein transport,Dynein transport cytoplasmic EGFP,Dynein transport nuclear GR-EGFP,Dynein transport cell count,bCat nuc transl,bCat nuc transl cell count 5 µM,human PMI inhibitors,MT stabilizer,MT stabilizer Hoechst-high %,MT stabilizer cytotoxicity %,Autophagy HCS,Autophagy HCS cell loss 18 h,Insulin prom up,Insulin prom up cell count
Cc1cccc(NC(=O)c2cnn(-c3ccc(F)cc3)c2C2CCNCC2)c1C,-18%,-11,-10,i,-0.54,-0.23,0.032,0.24,0.1,1061,-3%,nt,nt,nt,i,-7,0.19,1289
CCOc1ccccc1NC(=O)N1CCCC1C(=O)Nc1ccc(NC(C)=O)cc1 (stereo unspecified),1%,-11,-20,i,2.5,-0.03,1.6,-2.1,-2.0,946,-1%,3.4,1.4,6.6,i,21,0.3,1433
COc1nccnc1NS(=O)(=O)c1ccc(NC(=S)NC(=O)c2cccc(F)c2)cc1,1%,2,16,i,1.4,-0.2,0.66,-0.42,-6.0,527,-11%,2.9,3.0,12,i,-9,-0.18,1231

Remaining list, next part:
SMILES,human PMI inhibition,WT yeast gro inh,WT yeast gro inh mutant strain,Yfh1-depleted yeast,Dynein transport,Dynein transport cytoplasmic EGFP,Dynein transport nuclear GR-EGFP,Dynein transport cell count,bCat nuc transl,bCat nuc transl cell count 5 µM,human PMI inhibitors,MT stabilizer,MT stabilizer Hoechst-high %,MT stabilizer cytotoxicity %,Autophagy HCS,Autophagy HCS cell loss 18 h,Insulin prom up,Insulin prom up cell count
Cc1oc(/N=C/c2ccccc2O)c(C#N)c1C,-19%,-8,7,i,2.3,-0.25,1.1,-0.72,-2.5,927,-17%,3.1,2.1,3.7,i,20,0.41,1282
COC(=O)c1ccc(OCC(=O)c2ccccc2)cc1,0%,15,13,i,-0.024,-0.27,-0.13,0.54,-0.1,1076,0%,1.2,1.7,10,i,0,nt,nt
CCCn1cnc2c(c1=O)c1nc3ccccc3nc1n2CCc1ccccc1,2%,-13,-1,i,-1.1,-0.19,-0.36,1.1,-5.6,813,6%,1.8,2.0,10,i,9,0.64,1368
CCCCSc1nc2ccccc2n1CC(=O)O,-8%,-2,11,i,-1,-0.22,-0.31,-0.37,1.2,544,-14%,3.4,1.6,5.5,i,0,nt,nt
COC(=O)C1=C(C)NC(=O)NC1c1ccc(-c2ccc(Cl)cc2)o1 (stereo unspecified),7%,-23,-21,i,-0.81,1.2,-0.047,0.028,0.5,955,8%,4.7,1.5,5.8,i,-14,-0.24,864
O=C(Nc1nn[nH]n1)c1cc(-c2ccc(Cl)c(Cl)c2Cl)nc2ccccc12,-23%,-9,0,i,0.7,-0.26,0.83,-0.33,0.6,968,-22%,7.1,2.8,23,i,9,0.34,1576
Cc1ccc(NC(=O)C2C(C(=O)O)C3C=CC2C32CC2)cc1 (stereo unspecified),6%,1,-10,i,2,0.16,2,-1.9,-4.2,1135,3%,1.8,1.2,2.7,i,-6,-0.47,894
CCC(=O)Nc1cc(-c2nn3c(C)nnc3s2)ccc1C,6%,-15,-10,i,-0.75,-0.2,-0.19,0.63,-3.5,722,2%,2.2,2.5,1.3,i,-8,-0.51,1251
CC(=O)OC(C(=O)N1CCN(c2ccc(F)cc2)CC1)c1ccccc1 (stereo unspecified),-17%,5,-26,i,-0.55,-0.24,-0.47,1.1,-0.9,467,-25%,2.8,1.5,3.5,i,-4,0.11,1251
Cn1cc(C(=O)C(=O)N2CCN(c3ccccc3)CC2)c2ccccc21,-5%,13,2,i,0.52,-0.29,0.3,0.11,0.1,1048,-4%,3.7,1.6,10,i,13,-1.1,1198
O=S(=O)(Nc1ncnc2c1oc1ccccc12)c1ccc(Cl)s1,2%,nt,nt,i,nt,nt,nt,nt,1.2,1152,8%,nt,nt,nt,nt,nt,-0.19,1270
CN1/C(=C\C(=O)COC(=O)CNC(=O)c2ccccc2F)C(C)(C)c2ccccc21,2%,-2,9,i,0.84,-0.12,0.63,-1.4,0.8,584,4%,3.4,3.0,7.3,i,-4,-0.36,1381
COc1cc(NCCC(=O)c2cccs2)c(OC)cc1Cl,29%,0,24,i,-2,1.5,-0.17,-6,-2.6,1137,51%*,2.6,3.7,5.4,i,-6,-0.35,1331
COC(=O)[C@H](Cc1ccccc1)NC(=O)N1CCC(C)CC1,-4%,-10,-4,i,-0.64,0.013,-0.11,0.19,-1.3,1125,-1%,1.0,1.4,9.1,i,0,-0.45,968
CC1(C)CC(=O)C=C(NCc2cccnc2)C1,1%,18,-6,i,-0.85,-0.052,-0.49,0.73,-3.1,993,1%,2.8,2.6,7.6,i,2,1.5,1250
O=C(Nc1ccc2c(c1)OCO2)c1noc2c1CCCCC2,14%,-11,-1,i,1.1,-0.38,0.25,-0.22,0.0,1439,10%,3.1,1.1,1.9,+,-6.2*,-0.09,1503
COc1ccc(N2C(=O)[C@@H]3[C@H](C2=O)[C@H]2c4ccccc4C=CN2[C@@H]3C(C)=O)cc1,-57%,-13,-10,i,-0.35,-0.25,0.34,0.38,-4.0,486,-46%,6.1,2.1,11,i,14,0.27,1353
COc1ccc(NC(=O)c2c(NC(=O)CNCc3ccco3)sc3c2CCC3)c(OC)c1,14%,13,9,i,-0.57,-0.11,-0.48,0.27,2.8,1054,8%,1.9,1.9,7.8,i,0,-0.39,1225

Screening results (PubChem)
